Screening data (PubChem BioAssay)
PME-1 primary: PME-1 (human) inhibition. AID 2130. inhibition, % at 5.9 µM. 320,000 compounds, 0.53% hits. Q9Y570. recombinant PME-1, FP-Rh probe fluorescence polarization;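 active means inhibition above the campaign mean of all compounds plus 3 SD, cut at about 26% in these data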;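 further: competitive labeling of PME-1 active site by serine hydrolase directed probe; 0% = PME-1 with DMSO and 100% = wells lacking PME-1 enzyme; inhibitors block probe labeling so polarization falls and inhibition rises; many of its hits are not listed in these tables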
PAFAH2 inh: PAFAH2 (human) inhibition; Q99487; recombinant PAFAH2, FP-rhodamine activity probe, fluorescence polarization; inhibition, % at 3.39 µM; 340,000 compounds, 0.99% hits;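 active means inhibition above the mean over all tested compounds plus 3 SD, cut at about 30% in these data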;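 further: inhibitors block probe labeling of enzyme so polarization drops; 0% = enzyme with DMSO and 100% = wells lacking PAFAH2 protein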
pPAFAH inh: pPAFAH (human) enzyme inhibition | Q13093 | recombinant pPAFAH, FP-rhodamine probe fluorescence polarization | inhibition, % at 3.39 µM | 330,000 compounds, 1.5% hits | AID 463082;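 active means inhibition above the mean inhibition across the screen plus 3 SD, cut at about 25% in these data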;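 further: inhibitors block binding of the rhodamine activity-based probe so polarization drops; 0% = enzyme with DMSO and 100% = wells lacking pPAFAH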
PAD4 FP inh: PAD4 (human) enzyme inhibition | Q9UM07 | recombinant PAD4, RCA probe fluorescence polarization | inhibition, % at 6.36 µM | 330,000 compounds, 0.41% hits | AID 485272;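 active means percent inhibition above a cutoff equal to the mean of all tested compounds plus 3 SD, cut at about 15% in these data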;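 further: 0% = PAD4 with RCA probe and DMSO and 100% = probe without PAD4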
Target sequence (Q9UM07 whole entry, looked up): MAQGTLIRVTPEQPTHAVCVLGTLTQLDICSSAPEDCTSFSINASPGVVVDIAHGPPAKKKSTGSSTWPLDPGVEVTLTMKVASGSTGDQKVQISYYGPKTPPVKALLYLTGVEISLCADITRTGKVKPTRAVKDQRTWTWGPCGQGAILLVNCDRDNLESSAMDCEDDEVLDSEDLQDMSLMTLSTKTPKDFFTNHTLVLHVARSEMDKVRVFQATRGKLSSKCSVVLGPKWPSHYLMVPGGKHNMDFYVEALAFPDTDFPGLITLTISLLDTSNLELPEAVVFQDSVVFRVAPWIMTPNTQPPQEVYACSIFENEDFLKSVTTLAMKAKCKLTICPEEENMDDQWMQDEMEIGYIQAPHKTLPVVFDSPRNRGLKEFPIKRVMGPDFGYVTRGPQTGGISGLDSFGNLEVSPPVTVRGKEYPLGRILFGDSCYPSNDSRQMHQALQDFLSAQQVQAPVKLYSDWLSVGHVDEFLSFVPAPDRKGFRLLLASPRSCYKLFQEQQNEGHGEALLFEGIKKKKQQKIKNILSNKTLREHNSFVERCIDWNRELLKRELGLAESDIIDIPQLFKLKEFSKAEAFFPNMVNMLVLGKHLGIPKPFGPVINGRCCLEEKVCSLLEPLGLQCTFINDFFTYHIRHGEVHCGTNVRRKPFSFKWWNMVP
PAFAH1B2 FP inh: inhibitors of human PAFAH1B2; P68402; recombinant PAFAH1B2, FP-rhodamine activity probe, fluorescence polarization; 340,000 compounds, 1.2% hits; AID 492953; inhibition, % at 3.39 µM;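 active means inhibition above the mean of all tested compounds plus 3 SD, cut at about 24% in these data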;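 further: 0% = enzyme with DMSO and 100% = wells lacking PAFAH1B2; many of its hits are not listed in these tables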
Target sequence (P68402 whole entry, looked up): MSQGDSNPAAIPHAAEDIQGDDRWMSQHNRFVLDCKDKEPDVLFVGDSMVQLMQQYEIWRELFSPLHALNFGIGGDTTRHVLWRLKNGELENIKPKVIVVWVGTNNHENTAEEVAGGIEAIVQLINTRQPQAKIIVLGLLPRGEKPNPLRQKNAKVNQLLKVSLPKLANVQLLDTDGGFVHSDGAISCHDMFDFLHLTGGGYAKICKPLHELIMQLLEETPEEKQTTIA
PAFAH1B3 FP inh: blocks human PAF acetylhydrolase 1B catalytic subunit 3; recombinant PAFAH1B3, FP-rhodamine probe, fluorescence polarization; 340,000 compounds, 0.28% hits; AID 492972; inhibition, % at 3.39 µM; Q15102;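 active means inhibition above the screen-wide average of all tested compounds plus 3 SD, cut at about 25% in these data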;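 further: 0% = enzyme with DMSO only and 100% = wells lacking PAFAH1B3 protein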
GSTO1 inh: GSTO1 inhibition, counter-screen for RBBP9 inhibitors | P78417 | recombinant GSTO1, activity-based probe fluorescence polarization | inhibition, % at 5.96 µM | 300,000 compounds, 1.1% hits | AID 1974;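 active means inhibition above the campaign mean inhibition plus 3 SD, cut at about 35% in these data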;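 further: 0% = GSTO1-1 with DMSO and 100% = wells lacking GSTO1-1 enzyme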
LYPLA2 counter: LYPLA2 (human) inhibition in PME1 counter-screen; O95372; recombinant LYPLA2, FP-Rh probe fluorescence polarization; inhibition, % at 5.9 µM; 320,000 compounds, 0.38% hits; AID 2177;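 active means inhibition above the screen-wide mean plus 3 SD, limit set per campaign, cut at about 26% in these data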;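 further: 0% = LYPLA2 with DMSO and 100% = wells lacking LYPLA2 enzyme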
LYPLA1 counter: counter-screen for PME1 inhibitors: inhibitors of human LYPLA1; 320,000 compounds, 0.16% hits; AID 2174; inhibition, % at 5.9 µM; recombinant LYPLA1, FP-Rh probe fluorescence polarization; O75608;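 active means inhibition above the mean of all tested compounds plus 3 SD, set per campaign, cut at about 14% in these data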;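 further: inhibitors block serine hydrolase probe labeling of LYPLA1 so polarization falls; 0% = enzyme with DMSO and 100% = wells lacking LYPLA1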
* hit, by the source's call; x = not tested or not shown. The list is partial; rates above refer to the full screens.

canonical_smiles,PME-1 primary,PAFAH2 inh,pPAFAH inh,PAD4 FP inh,PAFAH1B2 FP inh,PAFAH1B3 FP inh,GSTO1 inh,LYPLA2 counter,LYPLA1 counter
O=C(O)CCC1c2cc3c4cc2OC2Oc5cc6c(cc51)C(CCC(=O)O)c1cc5c7cc1OC(O6)c1cc6cc(c1)Oc1cc(cc(C(=O)O)c1)Oc1cc8cc(c1)C(Oc1cc(c(cc1C5CCC(=O)O)C3CCC(=O)O)OC(O4)c1cc(cc(c1)Oc1cc(cc(C(=O)O)c1)O8)Oc1cc(cc(C(=O)O)c1)Oc1cc(cc2c1)Oc1cc(cc(C(=O)O)c1)O6)O7 (stereo not given),-304,x,-73,-150,x,x,-182,-169,-84
CCCCn1c(N)c(N(CC)C(=O)CSCC(=O)Nc2ccc(OC)cc2)c(=O)[nH]c1=O,1,1,2,-2,4,0,4,-1,-1
O=C(Nc1ccccc1C(=O)O)/C(=C/c1ccc([N+](=O)[O-])cc1)NC(=O)c1ccc(Br)o1,-1,15,11,3,3,2,2,-9,-3
O=C(NNC(=O)c1cccc(C(F)(F)F)c1)c1ccncc1,-2,-2,2,-7,7,8,-2,-3,2
CC(C)N1CCN(S(=O)(=O)c2ccccc2)CC1,3,-1,3,-1,5,-7,1,-5,-3
CC(=O)Nc1ccc(S(=O)(=O)NCCC(=O)OCc2ccccc2F)cc1,6,-14,2,0,6,2,x,1,1
COC(=O)COc1ccc(/C=N/NC(=O)CN(c2ccccc2OC)S(=O)(=O)c2ccccc2)cc1,-4,6,5,6,2,3,2,1,-4
CN(C(=O)Nc1ccc(S(=O)(=O)N(C)C)cc1)C1CCCCC1,3,-2,3,4,-1,0,-6,2,2
Cc1nn(CC(=O)OCC(=O)NC(C)c2ccccc2)c(C)c1[N+](=O)[O-] (stereo not given),-1,4,2,-4,1,-2,-4,7,2
CCOCCCNCc1ccc(Cl)cc1,5,-6,2,2,10,10,1,1,0
NS(=O)(=O)c1cc(C(=O)OCC(=O)Nc2ccc(N3CCCCC3)cc2)ccc1Cl,-5,7,11,-3,5,6,-1,0,-3
Cc1cc2c3ccccc3ncn2n1,-1,1,2,5,-1,9,6,1,-2
COc1cccc(-c2nnc(SCC(=O)Nc3ccc4c(c3)OCCO4)n2Cc2ccco2)c1,1,6,7,0,1,1,8,5,1
Cc1cc(C)nc(SCC(=O)c2ccc(F)cc2)n1,-2,3,0,-2,3,9,4,0,-2
CNc1nc(-c2ccc3c(c2)CCN3C(=O)CC(C)(C)C)c(C)s1,11,1,1,-6,-2,-1,4,-5,-4
CCN(CC)S(=O)(=O)c1cc(NS(=O)(=O)c2c(Cl)cccc2Cl)ccc1C,11,3,-2,-5,7,1,17,0,3
CCOc1ccc(/C=c2\sc3nc(-c4ccco4)nn3c2=O)cc1OCC,-6,6,10,-5,2,0,0,6,0
Cc1cccc(NC(=O)c2cc(NC(=O)C3CCCCC3C(=O)O)ccc2N2CCCCC2)c1 (stereo not given),3,-6,10,3,0,7,5,6,0
COc1cc(C(=O)N2CCN(Cc3ccc4c(c3)OCO4)CC2)c([N+](=O)[O-])cc1OC,0,-1,3,-1,0,5,-3,-3,-3
CCOC(=O)CNC(=S)N(Cc1ccc(C)cc1)Cc1ccc(C)o1,2,4,-1,3,2,-3,-5,2,0
Cc1noc(C)c1C(=O)OCC(=O)Nc1ccccc1Oc1ccccc1,-1,-2,2,2,1,2,2,7,8
O=c1ccc2ccc(Oc3ccc([N+](=O)[O-])cc3[N+](=O)[O-])cc2o1,42*,x,10,4,x,x,5,58*,40*
CC(=O)Nc1sc(C)c(C)c1C(=O)OCC(=O)NCc1ccc(Cl)cc1,-9,-8,0,0,1,3,x,-3,-1
O=S(=O)(Nc1ccc(N2CCOCC2)cc1)c1ccc(F)cc1,-3,0,8,-5,0,19,2,5,1
COc1ccc(/C=C2\SC(=S)N(CC(=O)N3CCN(C)CC3)C2=O)cc1,-7,x,-3,-2,x,x,11,4,-2
Cc1ccc(C(C(=O)NC2CCCC2)N(Cc2ccc(F)cc2)C(=O)c2csnn2)o1 (stereo not given),10,7,0,-2,3,4,-3,-5,3
COc1ccc(C(=O)N2CCN(c3ccc(C)cc3)CC2)cc1OC,2,-4,-2,0,5,9,3,-1,1
N#Cc1cccnc1Oc1ccccc1,-2,3,6,-4,0,7,-6,8,5
COc1cc2[nH]c(C(=O)N3CCc4ccccc4C3)cc2c(OC)c1OC,21,3,11,1,4,3,-5,6,-2
CCN(CC)S(=O)(=O)c1cccc(C(=O)OCC(=O)C23CC4CC(CC(C4)C2)C3)c1,-5,40*,5,-4,8,0,-3,-1,-4
O=C(CSc1c(Cl)cccc1Cl)NC1CCCc2ccccc21 (stereo not given),-1,7,5,-3,1,6,1,0,0
CC1CC(C)CN(C(=O)C(NS(=O)(=O)c2ccc(Br)s2)c2ccccc2)C1 (stereo not given),7,8,5,0,15,1,-8,-4,-4
CC(C)N(C(=O)CSc1nc(Cc2ccccc2)nc2ccccc12)C(C)C,-8,1,7,3,-5,-1,-16,-4,-1
NCCc1nnc(SCc2ccccc2Cl)o1,0,x,3,-1,x,x,-3,-5,3
CC(C)OC(=O)n1c(=S)oc2ccccc21,0,12,3,-5,5,9,1,8,4
CC(C)n1c(N2CCN(CC(=O)NCc3cccs3)CC2)nc2ccccc21,8,-2,2,-10,4,5,-1,-5,4
COc1ccc(C(=O)/C=C/Sc2nc3ccccc3o2)cc1,-4,-7,-6,4,0,1,-2,-5,0
Cc1ccc(-n2cnc(=O)c3cccnc32)cc1,-1,0,2,3,3,7,10,3,0
CC1CC(C)CN(CCCNC(=O)Cn2ncc3c([nH]c4ccccc43)c2=O)C1 (stereo not given),-4,-3,0,-7,3,1,9,-1,3
CC(=O)c1ccc(OC(=O)C2CSC3(C)CCC(=O)N23)cc1 (stereo not given),-1,0,-3,-8,-3,-1,x,-3,-1
COc1ccc(CCN2C(=NC(=O)CC(C)C)SC3CS(=O)(=O)CC32)cc1OC (stereo not given),-1,1,-2,-3,6,3,-6,-2,3
COc1ccc(C(=S)NC2CCCCC2)cc1,-5,2,1,-3,3,1,12,1,-1
C=CCn1c(=O)c(C(=O)Nc2cccnc2)c(O)c2ccccc21,-4,2,-4,2,-4,-1,-2,10,2
O=C(CC(c1ccccc1)c1cc(Br)ccc1O)N1CCCC1 (stereo not given),0,-1,4,-5,-1,1,3,-2,1
O=C(N/N=C/c1ccc(OC(=O)c2cccc(F)c2)cc1)c1cccnc1,-10,-7,4,0,-1,-9,-3,4,-5
CC(=O)C1=C(c2ccccc2)NC(=O)NC1c1ccccc1OCC(=O)Nc1ccccc1 (stereo not given),-1,4,-2,-2,0,7,-2,-1,-3
CC(=O)c1cccc(NC(=O)CSc2nnc(C(C)N(C)C)n2Cc2ccccc2)c1 (stereo not given),1,-4,5,-3,-1,1,-7,-2,-5
CCN(c1cccc(C(F)(F)F)c1)S(=O)(=O)c1ccc2c(c1)CCN2C(=O)C1CC1,6,3,-4,-2,3,-9,-2,-6,-5
COc1ccc(CC(=O)Nc2cccc(/C(C)=N/NC(=O)c3cccc([N+](=O)[O-])c3)c2)cc1,-2,-2,80*,-1,3,0,0,-2,-2
OCC#CCSc1nnc(-c2ccc(Br)cc2)o1,-10,1,4,3,6,0,4,1,-3
CC(=O)Nc1sc2c(c1-c1nc3ccccc3s1)CCN(C(C)C)C2,1,3,0,-1,3,-2,5,-7,-2
CCCSc1nc(C)c2cc(C)cc(C)c2n1,-4,4,1,-2,-1,-2,1,2,-3
COc1cc(OC)c(OC)cc1CNCCNC(=O)c1nonc1N,-2,0,4,0,0,-3,-3,1,-2
CCC1C(=O)NCCN1C(=O)c1cccc(OC2CCN(S(=O)(=O)N(C)C)CC2)c1 (stereo not given),0,3,3,5,4,-2,3,-2,-3
CC(Oc1ccccc1)c1nnc(SCC(=O)NC2CC2)n1C (stereo not given),7,-6,-1,1,2,4,-1,-2,-2
Cn1c(=O)cc(Cl)[nH]c1=O,-1,-1,-2,0,4,-1,10,3,-3

(next part)
canonical_smiles,PME-1 primary,PAFAH2 inh,pPAFAH inh,PAD4 FP inh,PAFAH1B2 FP inh,PAFAH1B3 FP inh,GSTO1 inh,LYPLA2 counter,LYPLA1 counter
COc1cccc(-n2ccnc2SCC(=O)Nc2ccccc2)c1,-3,4,-4,1,4,11,8,2,-1
CCOC(=O)c1nn(-c2ccc(C)c(C)c2)cc1O,3,-6,4,-4,0,9,2,1,0
C/C(CC(=O)NCCN1CCOCC1)=N\NC(=O)c1ccncc1,-2,2,3,1,7,1,14,3,0
Cc1ccc(NC(=O)c2ccc(Cl)c(NC(=O)c3cccs3)c2)cc1,-19,-15,3,-2,-1,1,-2,-30,-18
COc1ccc(N2C(=O)CC(N(CCc3ccccc3)C(=O)/C=C/C(=O)O)C2=O)cc1 (stereo not given),-1,6,1,-3,8,12,8,8,-1
CCC1=C(OC(=O)N(CC)CC)N2C(=O)OC(=NCCc3c[nH]c4ccccc34)[C@]2(C)[C@H]2C1=CC[C@H]1C(=O)N(CC)C(=O)[C@H]12,1,6,4,-7,6,-6,-1,7,-1
CC[C@H](C)/C=C(C)/C=C/C1=CC2=CC(=O)[C@]3(C)OC(=O)[C@@H](C(C)=O)[C@@H]3C2=CO1,-9,16,24,-2,7,-10,6,2,-4
COC(=O)c1ccccc1NC(=O)CSc1nnc(C(CO)NC(=O)c2ccccc2Cl)n1C (stereo not given),1,7,3,-4,3,3,11,-2,-2
Cc1ccc(S(=O)(=O)NCc2cccnc2)s1,6,8,-1,-4,5,3,-6,3,0
Cc1ccc(CNC(=O)CSc2nnc3c(n2)[nH]c2ccccc23)cc1,2,-3,2,-6,8,-10,2,1,-2
CCCn1c(N)c(C(=O)CSc2nc3ccccc3s2)c(=O)[nH]c1=O,-17,-2,-10,-13,1,0,-3,-7,-7
CCN(CC)S(=O)(=O)c1cc(NC(=O)CSc2nccn2C)ccc1C,1,10,-2,-3,4,12,5,5,1
CCCc1cc(=O)[nH]c(Nc2cc(OC)ccc2OC)n1,2,-3,-2,-1,0,-6,-12,-2,0
Cc1cc(C)cc(OCc2nnc(SCC(=O)OC(C)C)o2)c1,9,-1,0,3,5,6,-1,-4,-2
COc1cccc(C(=O)NN2c3ccccc3CCc3ccccc32)c1,0,-1,0,-3,-2,-4,-5,0,-1
Cc1cc(C)n(-c2ccc(NC(=O)C3CCN(Cc4ccccn4)CC3)cc2)n1,0,2,0,8,1,0,0,-2,-2
N=c1ccn2c(n1)O[C@H]1[C@@H](CO)[C@H](O)O[C@H]12,-4,-11,4,-2,0,-1,-2,1,0
CN1CCN(C(=O)Nc2ccc([N+](=O)[O-])cc2)CC1,-6,-4,1,-6,1,2,-6,3,2
Cc1cc(NS(=O)(=O)c2ccc(NC(=O)c3oc4ccccc4c3C)cc2)no1,-3,-1,8,2,1,12,-7,1,-3
O=[N+]([O-])c1ccc(/C=N/Nc2ncccc2[N+](=O)[O-])s1,3,1,0,2,4,3,9,0,-2
